MITF primary = MITF inhibitors, primary screen, biochemical, AlphaScreen, human; AlphaScreen MITF homodimerization, bead proximity signal; inhibition, % at 2.6 µM; 650,000 tested, 0.91% active; AID 1259374, 2018; in the data active = inhibition above about 50%;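 also: 0% = vehicle wells with protein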
TEAD-YAP block = TEAD-YAP interaction inhibition, primary screen, TEAD-YAP interaction inhibitor project, luminescence, HEK-TIYL cells; TEAD-Gal4/YAP UAS-luciferase luminescence; inhibition, % at 9.12 µM; 640,000 tested, 1.4% active; AID 1259422, 2018; in the data active = inhibition above about 32%;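 also: 0% = median of test compound wells and 100% = reference inhibitor wells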
GPR151 ag = activators of human GPR151, primary screen, cell-based, PathHunter beta-arrestin, luminescence; PathHunter beta-arrestin GPR151 cells; activation, % at 11.2 µM; 650,000 tested, 1% active; AID 1508602, 2020; in the data active = activation above about 4.9%;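 also: 0% = median of compound wells and 100% = cells with positive control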
Target sequence (Q8TDV0 whole entry, looked up): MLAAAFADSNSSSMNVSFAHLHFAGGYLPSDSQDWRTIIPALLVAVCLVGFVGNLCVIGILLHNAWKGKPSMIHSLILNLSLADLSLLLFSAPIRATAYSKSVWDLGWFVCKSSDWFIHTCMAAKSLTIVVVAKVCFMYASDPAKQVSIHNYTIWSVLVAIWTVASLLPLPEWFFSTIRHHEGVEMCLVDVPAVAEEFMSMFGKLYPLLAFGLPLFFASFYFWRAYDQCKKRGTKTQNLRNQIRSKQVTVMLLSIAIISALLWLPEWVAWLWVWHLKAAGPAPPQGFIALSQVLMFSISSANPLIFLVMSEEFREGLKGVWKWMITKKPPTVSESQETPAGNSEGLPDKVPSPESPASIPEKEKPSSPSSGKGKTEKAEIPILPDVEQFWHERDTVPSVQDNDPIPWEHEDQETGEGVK
FBW7 activator = FBW7 E3 ligase activators, primary screen, biochemical, AlphaScreen, human | F-box/WD repeat-containing protein 7 (Homo sapiens), Q969H0 | AlphaScreen FBW7–phospho-cyclin E peptide binding, activator screen | normalized activity (activation), % at 26.1 µM | 650,000 tested, 0.13% active | AID 1259310, 2017; in the data active = normalized activity above about 1.9%;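 also: purified mutant Fbw7 with reduced substrate affinity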
Target sequence (Q969H0 whole entry, looked up): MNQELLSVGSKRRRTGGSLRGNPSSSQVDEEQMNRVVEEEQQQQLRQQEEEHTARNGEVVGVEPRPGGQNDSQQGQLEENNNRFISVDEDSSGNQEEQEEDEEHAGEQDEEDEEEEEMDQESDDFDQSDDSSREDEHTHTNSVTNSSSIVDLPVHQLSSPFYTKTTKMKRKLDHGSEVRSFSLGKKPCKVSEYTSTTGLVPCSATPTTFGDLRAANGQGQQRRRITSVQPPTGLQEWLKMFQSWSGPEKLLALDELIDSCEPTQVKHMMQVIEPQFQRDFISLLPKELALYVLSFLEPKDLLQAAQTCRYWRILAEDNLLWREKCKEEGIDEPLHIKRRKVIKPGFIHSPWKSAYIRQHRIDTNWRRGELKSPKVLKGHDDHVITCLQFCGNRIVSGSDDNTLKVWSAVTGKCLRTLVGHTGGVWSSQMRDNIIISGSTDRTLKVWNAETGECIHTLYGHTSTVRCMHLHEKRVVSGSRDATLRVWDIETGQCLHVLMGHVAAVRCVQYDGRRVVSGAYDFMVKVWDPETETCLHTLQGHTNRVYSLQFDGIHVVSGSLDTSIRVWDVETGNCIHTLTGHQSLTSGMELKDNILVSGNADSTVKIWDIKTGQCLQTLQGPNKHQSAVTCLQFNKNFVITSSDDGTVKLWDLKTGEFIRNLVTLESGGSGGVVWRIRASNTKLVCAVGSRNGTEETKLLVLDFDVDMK
Starred values were filed as active, the others as inactive; . = not tested or not shown; & = joins results of further samples.

item	molecule	TEAD-YAP block	MITF primary	GPR151 ag	FBW7 activator
1	Cc1ccc(C2/C(=C(\O)c3ccccc3)C(=O)C(=O)N2Cc2cccnc2)cc1 (configuration not stated)	-4	3	-0.7	0.0
2	Cc1cc(Cl)ccc1NC(=S)NCc1ccc(S(N)(=O)=O)cc1	9	10	-0.8	0.5
3	c1ccc(Cn2c(NCc3ccncc3)nc3ccccc32)cc1	0	-4	0.1	0.1
4	CCCc1cc(=O)oc2cc(C)cc(OC)c12	24	-2	-0.2	0.1
5	CC(C)(C)NC(=O)C(=O)NCc1ccncc1	6	4	1.2	0.1
6	CCN(CC)c1nc(NCCN(C(C)C)C(C)C)nc(Nc2ccc(-n3ccnc3)cc2)n1	6	18	2.9	0.1
7	C=COCCNC(=O)/C(C#N)=C\c1ccc(OC)cc1	6	3	0.6	0.0
8	COCCn1c(=NC(=O)C2CCCCC2)sc2cc(NC(C)=O)ccc21	-13	-6	0.9	0.0

Compound profiles (already shown). Order of values: TEAD-YAP block | MITF primary | GPR151 ag | FBW7 activator
COCCn1c(=NC(=O)C2CCCCC2)sc2cc(NC(C)=O)ccc21 reads -13 | -6 | 0.9 | 0.0
Cc1ccc(C2/C(=C(\O)c3ccccc3)C(=O)C(=O)N2Cc2cccnc2)cc1 (configuration not stated) reads -4 | 3 | -0.7 | 0.0

Next structures
item	molecule	TEAD-YAP block	MITF primary	GPR151 ag	FBW7 activator
9	CCOc1ccc2nc3cc([N+](=O)[O-])ccc3c(OC)c2c1	-4	4	0.4	1.3
10	CCCNC(=O)c1ccc2nc(Oc3ccccc3)sc2c1	-19	4	0.5	0.1
11	OC1CCN(c2ccnc3c(-c4ccc5c(c4)OCO5)cnn23)CC1	-58	15	-0.5	-0.1
12	CCCCCOC(=O)COc1ccc2c(=O)c(Oc3cc(C)ccc3C)coc2c1	6	11	-1.1	0.3
13	O=C(COc1cccc2c1CCN(Cc1ccccc1)C2=O)Nc1ccccc1	1	-3	3.1	-0.4
14	O=C(NCCCN1CCCC1=O)c1ccnc(N2CCc3ccccc3C2)c1	0	-1	-1.3	0.1
15	CCC(=O)N1CCCc2cc(NS(=O)(=O)c3ccccc3Cl)ccc21	6	21	1.4	0.1
16	CCc1cc2c(-c3ccccc3)cc(=O)oc2cc1OCC(C)=O	2	7	1.4	0.1
17	O=C(CSc1nc2ccsc2c(=O)n1NC(=O)c1ccccc1)c1ccccc1	-22	-14	-1.2	0.3
18	CN(CC(=O)N1CCCCCC1)S(=O)(=O)c1ccc(Br)s1	-15	9	-0.4	0.0
19	CCc1nnc2nc(-c3ccc(NC(=O)C(C)N4CCCC4=O)cc3)cn2c1CC (configuration not stated)	-14	-6	0.3	0.0
20	Cc1cc(C(=O)N/N=C/C(C)c2ccccc2)n[nH]1 (configuration not stated)	-31	-1	0.7	-0.1
21	CCOC(=O)c1ccc(-n2ccnc2)c([N+](=O)[O-])c1	3	11	1.5	0.0
22	COCCn1c(C)cc(-c2csc(NCc3ccc(C)cc3)n2)c1C	4	12	0.9	-0.1
23	Cc1cc(NC(=O)C2CCCCC2)ncc1NC(=O)c1ccccn1	-7	11	0.2	0.1
24	O=C(Nc1cc(-c2nc3ccccc3o2)ccc1Cl)c1ccc(-c2cccc([N+](=O)[O-])c2)o1	-25	-3	-0.3	-0.1
25	O=[N+]([O-])c1ccc(O)c(C2=NNC(c3ccc(Cl)cc3)C2)c1 (configuration not stated)	7	6	2.5	-0.3
26	COC(=O)c1cccc(NC(=O)CSCc2ccccc2)c1	-42	5	1.9	0.0
27	COc1cccc(/C=N/Nc2ccc(S(=O)(=O)O)cc2)c1O	10	21	0.8	0.2
28	Cc1cccn2c(=O)c3cc(C#N)c(=O)n(CCc4ccccc4)c3nc12	-4	-2	2.7	0.0
29	COC(=O)c1c(C)oc2c1cc(NS(=O)(=O)c1ccc(C)cc1)c1ccccc12	7	0	-0.3	0.4
30	O=C(Nc1cccc(-c2nc3ccccc3o2)c1)c1cccc(Cl)c1Cl	10	1	-0.5	0.1
31	CC(=O)N(/C=C1/Sc2ccccc2C1=O)c1ccc(C)cc1	59*	12	-3.2	-0.1
32	O=[N+]([O-])c1ccc2c(c1)S(=O)(=O)N=C1CCCN12	-6	1	0.9	-0.1
33	CCN(CC)C(=O)CCN1C(=O)C2CC=C(Cl)CC2C1=O (configuration not stated)	6	17	-0.7	0.0
34	CCc1c(C)nc(NC2CCN(CC(=O)Nc3ccccc3OC)CC2)[nH]c1=O	5	0	-0.8	0.0
35	O=C(Nc1ccc2oc(-c3cccc4c(Br)cccc34)nc2c1)c1ccc([N+](=O)[O-])o1	14	3	-0.6	-0.2
36	CCN(CC)c1ccc(/C=N/NC(=O)c2nonc2C)cc1	-4	0	-8.7	0.0
37	O=C(NCCS(=O)(=O)N1CCc2ccccc2C1)c1c(F)cccc1F	-1	-26	0.7	-0.1
38	CC(C)[C@H](NS(=O)(=O)c1ccc2c(c1)OCCO2)C(=O)OCC(=O)C(C)(C)C	4	12	0.2	0.1
39	CCc1ccc(S(=O)(=O)Nc2ccc(-c3csc(C)n3)cc2)cc1	7	-2	-0.5	0.0
40	CCCNC(=O)CC1Sc2ccccc2NC1=O (configuration not stated)	-1	14	0.4	-0.2
41	CCN(CC)Cc1c(C(=O)N/N=C/c2cccc(Cl)c2)nnn1-c1nonc1N	-9	-5	0.6	0.9
42	COc1ccc(CCNC(=O)CSc2ccc(-c3cccnc3)nn2)cc1OC	6	7	-0.8	0.4
43	O=C(Cn1cnc2ccccc2c1=O)Nc1ccccc1C(=O)Nc1ccc2c(c1)OCO2	-4	-6	-0.2	-0.1
44	Cc1ccc(OCC(=O)Nc2ccccn2)cc1	83*	3	-1.2	0.2
45	COC(=O)Nc1sccc1C(=O)NCCc1ccc(OC)c(OC)c1	6	9	-0.3	-0.2
46	COc1cccc(C(=O)Nc2ccc3nn(-c4ccccc4)nc3c2)c1	-3	16	0.0	0.1
47	COc1ccc(O)c(C2NC(=S)NC(C)=C2C(=O)OC(C)C)c1 (configuration not stated)	-10	-9	-0.3	-0.1
48	COc1ccc(C(=O)NNS(=O)(=O)c2ccccc2[N+](=O)[O-])cc1OC	2	12	1.2	0.0
49	C=C(C)C1CC=C(C)/C(=N/NC(=O)c2ccccc2[N+](=O)[O-])C1 (configuration not stated)	2	27	-1.0	0.0
50	O=C(CSc1nnc2c(n1)[nH]c1ccccc12)Nc1ccccc1F	-19	0	-0.8	0.0
51	CCC(C)NC(=O)C1CCCN1S(=O)(=O)c1ccc(Cl)cc1 (configuration not stated)	-3	-4	-1.2	0.0
52	CCCCC(=O)N/N=C/c1ccc(C)cc1	-10	6	2.3	0.1
53	Cc1cc(C)cc(N(C(C)C(=O)Nc2ccccc2C(=O)NCC(C)C)S(C)(=O)=O)c1 (configuration not stated)	2	3	0.5	0.1
54	COc1ccc(S(=O)(=O)NCc2ccco2)cc1NC(=O)c1ccccc1	10	-4	4.3	0.1
55	CCOc1cc(CO)ccc1OCc1ccccc1C#N	5	9	1.3	1.0
56	CC1=Nc2cccc([N+](=O)[O-])c2NC(=O)C1	-47	-4	0.9	-0.2
57	CCN1C(=O)/C(=C/c2cc(Br)ccc2O)N(C)C1=S	-8	2	0.6	-0.1
58	OCc1cn(-c2ccccc2)nc1-c1ccc(Br)cc1	-69	17	1.5	0.4
59	COc1ccc2nc(NC(=O)CSc3nccn3C)sc2c1	-37	9	-0.8	0.3
60	CCOC(=O)c1cnc2c(C)cc(Cl)cc2c1Nc1ccc(C)c(C)c1	0	10	-2.4	0.0
61	Cc1ccccc1C(=O)Nc1ccnn1C1CCN(Cc2cnn(C)c2)CC1	4	8	0.4	-0.2
62	O=C(COc1ccc(Br)cc1)N1CCOCC1	-1	1	0.7	0.1
63	CC1CCc2c(sc3ncn(C4CCN(C(=O)C5CC(=O)N(C)C5)CC4)c(=O)c23)C1 (configuration not stated)	-10	-17	0.8	0.1
64	Cc1cc(C(=O)Nc2ccc(CC(=O)O)cc2)cs1	29	0	1.2	-0.2

Two entries from above, screen by screen:
[42] COc1ccc(CCNC(=O)CSc2ccc(-c3cccnc3)nn2)cc1OC
[62] O=C(COc1ccc(Br)cc1)N1CCOCC1

| assay / entry | 42 | 62 |
| --- | --- | --- |
| TEAD-YAP block | 6 | -1 |
| MITF primary | 7 | 1 |
| GPR151 ag | -0.8 | 0.7 |
| FBW7 activator | 0.4 | 0.1 |

(next part)
item	molecule	TEAD-YAP block	MITF primary	GPR151 ag	FBW7 activator
65	Cc1ccnc(SCCn2c(N3CCN(c4ccccc4)CC3)nc3c2c(=O)n(C)c(=O)n3C)n1	-10	-2	-0.3	-0.1
66	CC(=O)c1cccc(-c2ccc(C(=O)NCc3ccccc3)s2)c1	-12	16	0.4	0.2
67	Cc1cnc(-c2csc3ccccc23)nc1NCCCN1CCCC1=O	3	-9	-1.4	0.0
68	Cc1ccc(C)c(N2CCN(CCCNC(=O)c3nc(-c4cccnc4)no3)CC2)c1	16	-1	0.0	0.0
69	CN/C(=C\[N+](=O)[O-])NCCSCc1ccc(CN(C)C)o1	2&2	0&0&-3	1.4&-1.3&0.4	-0.1&0.0&0.2
70	CCCCN1CC(c2nc3ccccc3n2Cc2cccc(Cl)c2)CC1=O (configuration not stated)	4	4	2.5	0.0
71	COc1cc(OC)cc(C(=O)Nc2nc(-c3ccc(Br)cc3)cs2)c1	3	7	-1.9	1.0
72	COc1ccc(CSc2n[nH]c(C)n2)cc1	64*	7	0.0	-0.2
73	O=c1c2cc3ccccc3cc2[nH]c(=S)n1Cc1ccco1	-4	4	0.6	-0.1
74	O=C(O)c1c[nH]c2c(ccc3cccnc32)c1=O	.	121*	-0.7	.
75	COc1ccc(OC)c(N2C(=O)C3C4C=CC(C4=C(C)C)C3C2=O)c1 (configuration not stated)	-2	-6	-0.6	-0.1
76	Cc1ccc2nc(NC(=O)c3ccc(Cl)cc3Cl)sc2c1	-82	0	-0.3	-0.1
77	O=C(Nc1ccc(O)c(-c2nc3ccccc3s2)c1)c1ccc(Oc2ccccc2)cc1	-6	10	-0.1	0.0
78	CC(C)=CCCC1=CCC2(C)C(=O)NNC(=O)C2C1 (configuration not stated)	1	-5	-0.5	-0.2
79	COc1ccc(NC2=C(C(C)=O)C(c3ccccc3)C(C(C)=O)C(C)(O)C2)cc1 (configuration not stated)	-11	-8	-1.4	-0.2
80	COC(=O)CSC1=C(C#N)C(c2ccccc2Cl)CC(=O)N1 (configuration not stated)	-4	-4	-1.5	-0.1

Four entries drawn at random from the list so far, as already listed:
item	molecule	TEAD-YAP block	MITF primary	GPR151 ag	FBW7 activator
77	O=C(Nc1ccc(O)c(-c2nc3ccccc3s2)c1)c1ccc(Oc2ccccc2)cc1	-6	10	-0.1	0.0
73	O=c1c2cc3ccccc3cc2[nH]c(=S)n1Cc1ccco1	-4	4	0.6	-0.1
80	COC(=O)CSC1=C(C#N)C(c2ccccc2Cl)CC(=O)N1 (configuration not stated)	-4	-4	-1.5	-0.1
76	Cc1ccc2nc(NC(=O)c3ccc(Cl)cc3Cl)sc2c1	-82	0	-0.3	-0.1

Going on with the list.
item	molecule	TEAD-YAP block	MITF primary	GPR151 ag	FBW7 activator
81	O=C(CN(C(=O)CNC(=O)c1ccco1)c1ccc2c(c1)OCCO2)NC1CCCC1	-5	7	1.0	-0.2
82	Cc1ccn2cc(-c3cccc(NC(=O)c4ccccc4)c3)nc2c1	-52	6	-1.6	0.3
83	CCOC(=O)c1cc2c(=O)n3ccccc3nc2n(CC2CCCO2)c1=NC(=O)c1cccc(Cl)c1 (configuration not stated)	-1	0	0.5	0.1
84	CCCSCCCNC(=O)C(C)n1c(C)c2cnn(-c3ccccc3)c(=O)c2c1C (configuration not stated)	12	11	2.3	-0.2
85	CC(C)c1cc(CN2CCN(Cc3ccsc3)C(CCO)C2)[nH]n1 (configuration not stated)	2	6	3.1	-0.1
86	COc1ccc(-c2nnc(SCC(=O)Nc3ccc(C)c(C)c3)nc2-c2ccc(OC)cc2)cc1	0	-8	-0.8	0.0
87	CC1Cc2nc(SCC(=O)Nc3ccc([N+](=O)[O-])cc3)n(C)c(=O)c2S1 (configuration not stated)	-11	19	-0.8	0.1
88	Nc1nonc1-c1nc2ccccc2n1CC(=O)N/N=C\c1ccccc1[N+](=O)[O-]	10	4	-0.7	0.0
89	NC(=O)C1CCN(C(c2ccc(Cl)cc2)c2nnnn2Cc2ccc(F)cc2)CC1 (configuration not stated)	9	-2	0.8	0.0
90	O=c1[nH]c2cc3c(cc2cc1C(c1nnnn1C1CCCC1)N1CCC(O)CC1)OCO3 (configuration not stated)	0	-8	2.9	-0.3
91	CCOC(=O)C1=C(O)/C(=C\c2ccco2)N=C1C	8	2	0.9	-0.1
92	CCC(NC(=O)/C(=C\c1cccc([N+](=O)[O-])c1)NC(=O)c1ccccc1)C(=O)O (configuration not stated)	6	-1	-0.1	-0.1
93	O=C(NC1CCCCCC1)c1cc(-c2ccco2)[nH]n1	-51	3	-2.8	0.0
94	O=C(NCC1CCCO1)/C(=C/c1ccccc1F)NC(=O)c1ccccc1 (configuration not stated)	-2	-1	-0.7	0.0
95	CCOC(=O)CSc1nc(N)c(C#N)c(CC)c1C#N	-8	-1	-0.9	-0.1
96	Cc1nn(-c2ccccc2)c2[nH]cc(C(=O)Nc3cccc4ccccc34)c(=O)c12	-11	-9	-0.6	0.2
97	COc1ccc(CSc2nnc(-c3ccco3)n2N)cc1	-9	1	0.9	0.1
98	CCCCN(C)CCCN1C(=O)C2C(C(=O)Nc3cccc(Cl)c3)C3C=CC2(O3)C1C(=O)NC1CCCCC1 (configuration not stated)	-1	1	1.6	0.1
99	Cc1ccccc1-n1c(SCC(=O)C(C)(C)C)nc2c(sc(=S)n2-c2ccccc2C)c1=O	-3	4	1.4	-0.1

Screening results as filed in PubChem BioAssay.
